Screens deposited in PubChem by several laboratories.
Mtb FBA inh – Mtb FBA enzyme inhibitors, primary screen, biochemical, fluorescence, strain H37Rv; Fructose-bisphosphate aldolase (Mycobacterium tuberculosis (strain ATCC 25618 / H37Rv)), …; purified M. tuberculosis FBA, fluorescence read-out; inhibition, % at 1 µM; actives 2.3% (n = 360,000); AID 588726, 2011; in the data active = inhibition above about 27%;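 note: 0% = vehicle and 100% = reference inhibitor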
Target sequence (P9WQA3 whole entry, looked up): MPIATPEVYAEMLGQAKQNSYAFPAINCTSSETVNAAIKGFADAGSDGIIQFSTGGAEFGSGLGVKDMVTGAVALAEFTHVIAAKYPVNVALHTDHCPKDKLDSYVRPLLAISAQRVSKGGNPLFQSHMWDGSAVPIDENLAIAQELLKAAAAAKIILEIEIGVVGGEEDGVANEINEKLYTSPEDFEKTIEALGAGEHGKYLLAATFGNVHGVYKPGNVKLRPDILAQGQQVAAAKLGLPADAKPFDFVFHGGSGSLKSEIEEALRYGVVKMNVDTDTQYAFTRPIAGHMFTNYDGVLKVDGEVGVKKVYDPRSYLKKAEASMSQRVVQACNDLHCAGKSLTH
Anthrax LF prot – Bacillus anthracis LF protease inhibitors, primary screen, biochemical, multiplex microsphere, MLPCN library | Lethal factor (Bacillus anthracis), P15917 | multiplex microsphere protease cleavage assay | inhibition, % at 10 µM | actives 0.12% (n = 360,000) | AID 588501, 2011; note: plate controls were buffer without enzyme for full effect and enzyme alone for no effect
GDH-TPI counter – GDH-TPI coupling enzyme inhibitors, primary screen, artefact control for M. tuberculosis FBA inhibitor project, biochemical, absorbance, full deck. GDH-TPI coupled enzyme counterscreen, NADH absorbance. inhibition, % at 4.8 µM. actives 1.2% (n = 360,000); in the data active = inhibition above about 30%;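 note: 0% = DMSO wells and 100% = wells lacking the enzyme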
BoNT A protease – BoNT/A light chain protease inhibitors, primary screen, biochemical, flow cytometry, MLPCN library | Botulinum neurotoxin type A light chain protease (Clostridium botulinum A str. ATCC 3502) | multiplex microsphere protease substrate cleavage | inhibition, % at 10 µM | actives 0.17% (n = 360,000); note: plate controls were buffer without enzyme for full effect and enzyme alone for no effect
PfHsp40 yeast – rescue of yeast from PfHsp40 toxicity, primary screen, S. cerevisiae, ATP luminescence | actives 0.68% (n = 340,000) | S. cerevisiae expressing PfHsp40, growth rescue | growth rescue, % at 12.5 µM; in the data active = growth rescue above about 28%, passing the limit was not always enough; inconclusive = no clear call, values can overlap the other calls;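 note: yeast W303a lacking pdr1 and pdr3 grown in galactose medium; growth measured after three days at 30 °C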
FadD28 binding – inhibitors of FadD28 bisubstrate probe binding, primary screen, biochemical, fluorescence polarization, single point; Mycobacterium tuberculosis FadD28 fatty-acid-AMP ligase; inhibition, % at 12.5 µM; actives 0.22% (n = 360,000); AID 588549, 2011; in the data active = inhibition above about 8.5%, passing the limit was not always enough; inconclusive = no clear call, values can overlap the other calls
UGM FP inh – M. tuberculosis UGM enzyme inhibitors, primary screen, biochemical, fluorescence polarization, single point. AID 504406, 2011. purified UGM, fluorescence polarization probe displacement. inhibition, % at 10 µM. actives 0.06% (n = 320,000); in the data active = inhibition above about 10%, passing the limit was not always enough; inconclusive = no clear call, values can overlap the other calls
Target sequence (P9WIQ1 whole entry, looked up): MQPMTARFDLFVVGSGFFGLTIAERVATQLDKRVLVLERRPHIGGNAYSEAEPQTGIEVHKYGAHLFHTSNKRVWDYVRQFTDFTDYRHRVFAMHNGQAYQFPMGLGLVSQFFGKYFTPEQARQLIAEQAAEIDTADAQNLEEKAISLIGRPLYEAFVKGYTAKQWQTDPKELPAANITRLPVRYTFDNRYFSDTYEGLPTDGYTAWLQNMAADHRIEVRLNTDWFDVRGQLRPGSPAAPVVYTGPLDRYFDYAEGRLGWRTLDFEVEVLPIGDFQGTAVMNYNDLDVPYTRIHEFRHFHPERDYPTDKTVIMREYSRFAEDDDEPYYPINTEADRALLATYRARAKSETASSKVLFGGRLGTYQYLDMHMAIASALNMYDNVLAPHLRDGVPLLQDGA
Mtb BioA inh – M. tuberculosis BioA enzyme inhibitors, primary screen, biochemical, plate reader, single point, HTS | 7,8-diaminopelargonic acid synthase BioA (Mycobacterium tuberculosis) | purified M. tuberculosis BioA enzyme | inhibition, % at 9.99 µM | actives 0.096% (n = 360,000); in the data active = inhibition above about 40%; inconclusive = no clear call, values can overlap the other calls
BoNT F protease – BoNT/F light chain protease inhibitors, primary screen, biochemical, flow cytometry, MLPCN library; Multiplex microsphere protease cleavage assay; inhibition, % at 10 µM; actives 0.22% (n = 360,000); in the data active = inhibition above about 35%, passing the limit was not always enough; inconclusive = no clear call, values can overlap the other calls; note: plate controls were buffer without enzyme for full effect and enzyme alone for no effect
The depositor's hits bear a star; ? = inconclusive; / = not tested or not shown; + = active, no number. Cut-off read from the data, not from the text of the source, unless noted: active = inhibition above about 30%; inconclusive = no clear call, values can overlap the other calls; inactive = below that.

#	SMILES	Mtb FBA inh	Anthrax LF prot	GDH-TPI counter	BoNT A protease	PfHsp40 yeast
1	CN(C)CCCNCCCCNC(=O)/C=N/O	0	-3	1	-1.1	-1.6
2	C=CCNC(=S)Nc1ccc(Br)cc1F	-1	1	0	0.5	0.1
3	CC(C)(C)Cc1nc(-c2ccccn2)no1	0	-1	2	0.6	0.8
4	C=CCN(CC=C)CCOc1cccc2ccccc12	1	-5	7	-0.7	-1.2
5	Cc1nc2ccc(NC(=O)N3CCN(c4ccccn4)CC3)cc2s1	11	0	-6	-0.8	2.1
6	O=C(c1ccco1)N1CCN(Cc2cccc(F)c2)CC1	4	0	0	-0.6	-1.3
7	Cc1ccc(-n2c(SCC(=O)Nc3nccs3)nc3c(c2=O)SCC3)cc1	0	-2	14	-0.8	-1.1
8	CC(=O)Nc1sc(C)c(C)c1C(=O)OCC(=O)Nc1cc(S(C)(=O)=O)ccc1Cl	-3	-6	1	0.6	-1.7
9	CC1(C)Cc2ccccc2-c2nnc(-c3ccco3)n21	-1	2	4	0.4	1.1
10	O=C(c1cc(=O)[nH]c2ccccc12)N1CC=C(c2ccccc2)CC1	1	6	12	-1.6	3.3
11	COc1cc(CN2C[C@@H](CO)O[C@@H](n3cnc4c(N5CCOCC5)ncnc43)C2)cc(OC)c1OC	0	-7	0	-0.1	/
12	Cn1c2ccsc2c2ncn(Cc3ccccc3F)c(=O)c21	+	0	7	0.0	0.0
13	COc1cc(S(=O)(=O)N2CCCCCC2)c(OC)cc1Br	0	-1	5	3.4	0.1
14	COc1cc(OC)nc(Nc2nc(C(N)Cc3ccc(Cl)cc3)cs2)n1 (stereo unspecified)	-2	-6	-5	0.0	/
15	COc1ccccc1CN1CC(C(=O)NCc2ccc(N3CCCC3=O)cc2)CCC1=O (stereo unspecified)	1	-3	3	-1.6	0.3

#	FadD28 binding	UGM FP inh	Mtb BioA inh	BoNT F protease
1	-1.7	1.6	-1.7	-12
2	2.6	5.2	/	3
3	-1.8	-0.6	-1.8	-4
4	-1.0	-1.3	-0.9	-5
5	-2.9	-0.2	1.0	-10
6	-3.3	2.3	-0.5	-5
7	-2.9	-1.7	-1.9	1
8	-0.1	0.5	1.4	0
9	0.9	0.5	/	-11
10	-1.0	/	1.3	-2
11	-0.1	/	0.8	-4
12	-7.6	1.6	1.7	-3
13	-3.9	-1.0	1.6	17
14	-11	/	-1.3	-21
15	-0.3	0.6	0.8	2

Further structures
#	SMILES	Mtb FBA inh	Anthrax LF prot	GDH-TPI counter	BoNT A protease	PfHsp40 yeast
16	FC(F)(F)c1nc(N2CCCC2)ncc1-c1nnnn1-c1ccc(Cl)cc1	-1	1	-3	2.5	-1.2
17	COc1ccc(N2C(=O)CSC2c2ccc3c(c2)OCO3)c(OC)c1 (stereo unspecified)	2	-4	3	-1.3	1.7
18	COc1cc2[nH]c(=S)n(Cc3ccco3)c(=O)c2cc1OC	3	-22	20	19	2.0
19	CC1CCN(CC(O)COc2ccc(-c3ccccc3)cc2)CC1 (stereo unspecified)	1	18	12	2.6	-0.7
20	Cc1ccccc1Nc1nc(-c2ccccc2)c(C(=O)Nc2cccnc2)s1	6	-2	15	-0.4	6.4
21	Cn1c(=O)n(C)c2cc(N3CCOCC3)c(NC(=O)c3cccc(Cl)c3)cc21	-5	0	-3	0.3	2.3
22	C[C@H](NC(=O)c1nc[nH]c1C(=O)N[C@@H](CCCCN)C(=O)OC(C)(C)C)C(=O)OC(C)(C)C	0	-3	-3	-0.2	-1.9
23	CSc1sc(C(=O)O)c(C)c1C(C)=O	-2	-8	8	1.1	-1.4
24	COc1ccccc1CCNC(=O)c1ccc(Br)s1	-2	-2	12	1.6	4.4
25	O=C(O)C1=C[C@H](C2CC2)C[C@H](OCc2ccc(CO)cc2)O1	4	-6	9	-0.5	4.0
26	COc1cccc(C(=O)NNC(=O)c2cccnc2)c1	1	1	1	-0.7	-0.2
27	CCOC(=O)C1CCCN(C(=O)c2cc(S(=O)(=O)N3CCCCC3)ccc2Cl)C1 (stereo unspecified)	-3	/	0	/	-1.1
28	CCn1c(SCC(=O)Nc2cc(C)on2)nnc1-c1ccco1	-2	3	7	1.3	0.4
29	CCOc1cc(C(=O)NCC(=O)N/N=C/c2sccc2C)cc(OCC)c1OCC	1	-3	2	-0.9	0.3
30	COc1ccc(-c2cc(C(=O)Nc3cc(C)on3)c3ccccc3n2)c(OC)c1	3	2	9	3.1	1.7

#	FadD28 binding	UGM FP inh	Mtb BioA inh	BoNT F protease
16	-1.2	-2.3	/	17
17	-0.9	-0.4	1.3	1
18	-2.1	-1.6	0.2	26
19	-0.7	0.2	0.9	-11
20	-4.5	5.7	/	-3
21	-4.1	0.2	0.4	5
22	0.2	-0.4	0.1	-4
23	-0.5	-1.6	-2.9	-1
24	-3.8	-2.8	4.7	1
25	-0.2	1.3	0.3	-9
26	/	-0.1	-6.0	4
27	-3.6	-1.9	2.1	/
28	0.8	-2.0	4.2	6
29	-1.1	3.5	-0.8	-3
30	-2.8	-1.0	-1.9	-3

Continued:
#	SMILES	Mtb FBA inh	Anthrax LF prot	GDH-TPI counter	BoNT A protease	PfHsp40 yeast
31	Cc1cc(C)c(NC(=O)CNC(=O)COC(=O)Cc2cccs2)c(C)c1	-4	/	3	/	-0.4
32	CS(=O)(=O)N1CCCC(C(=O)NCCCN2CCC(Cc3ccccc3)CC2)C1 (stereo unspecified)	8	-2	3	-0.5	-0.9
33	Cc1ccc(C(=O)NCc2ccco2)cc1S(=O)(=O)N1CCOCC1	2	2	12	0.1	-1.1
34	Cc1ccc(-c2nnc3c(C(F)(F)F)nc4ccccc4n23)cc1	60*	0	-1	0.2	0.6
35	Cc1ccc(SCC(=O)OC(C)C(=O)NC2(C#N)CCCCC2)cc1 (stereo unspecified)	3	-19	8	-66	/
36	CCC(C)(C)C1CCc2[nH]nc(C(=O)NC3CCCC3)c2C1 (stereo unspecified)	8	1	6	0.0	0.1
37	CCCCN(CC)CCNC(=O)c1cc2c(=O)[nH]c3ccccc3c2s1	39*	2	21	-2.1	0.4
38	c1ccc2c(-c3ccncc3)c[nH]c2c1	-1	3	8	0.0	-1.0
39	CCOC(=O)CSc1nnc(-c2ccc(NS(=O)(=O)c3ccc(C)cc3)cc2)o1	2	-2	16	0.0	0.3
40	CCN(CC(=O)Nc1ccccc1C(F)(F)F)C(=O)c1ccc(-n2nc(C)c(CCC(=O)OC)c2C)cc1	0	12	5	0.7	0.5
41	COC(=O)COc1cccc(NC(=O)c2cccs2)c1	1	-1	5	-2.1	-0.2
42	CCCC(=O)Nc1ccc(Cl)c(NC(=O)c2cccnc2Cl)c1	3	-3	9	-0.5	2.2
43	Cc1nn(CC(C)C)c(Cl)c1C(=O)O	3	-1	10	0.6	-1.4
44	CCN(CC(=O)N1CCN(Cc2ccccc2)CC1)S(=O)(=O)c1ccc(F)cc1	2	-5	3	-0.7	-0.6
45	OC[C@@H]1[C@@H](c2ccc(F)cc2)C(c2cccc(Cl)c2)=NN1c1ccccc1	42*	4	-1	0.1	1.3

#	FadD28 binding	UGM FP inh	Mtb BioA inh	BoNT F protease
31	-1.8	-0.5	-0.7	/
32	0.5	-0.8	-17	-4
33	-2.9	-0.8	2.2	14
34	-3.7	0.0	/	-12
35	-1.0	-0.5	/	-96
36	1.4	-0.9	-4.7	-6
37	0.4	1.0	4.8	-9
38	-0.8	-0.5	0.3	-12
39	-2.3	0.0	2.0	-1
40	5.8	/	3.9	4
41	-0.1	-0.2	-1.2	-35
42	0.5	-1.0	/	-8
43	1.1	0.2	/	-5
44	-0.4	-2.0	0.4	-4
45	-0.3	/	0.0	-2

Going on with the list:
#	SMILES	Mtb FBA inh	Anthrax LF prot	GDH-TPI counter	BoNT A protease	PfHsp40 yeast
46	O=C(C1COc2ccccc2O1)N1CCc2ccccc2C1 (stereo unspecified)	0	-4	1	-0.2	0.1
47	COC(=O)C1=C(C)N(CCc2c[nH]c3ccc(OC)cc23)C(=O)C1	1	-5	11	1.2	-0.4
48	CCOC(=O)C1CCN(C(=O)c2ccc(OCC(=O)Nc3cccc(C(F)(F)F)c3)c(OC)c2)CC1	-3	-10	-6	-6.4	0.9
49	COCOCCn1cc(CN2CCS(=O)(=O)N(Cc3ccc(-c4cccc(N(C)C)c4)cc3)C(CC(C)C)C2=O)nn1 (stereo unspecified)	5	-6	7	-0.8	/
50	CCO/C(C)=C1\C(=O)N(CC)c2ccccc21	1	0	15	0.7	-0.7
51	COC(=O)C1=C(C(=O)OC)[C@@H]2N(C)c3ccccc3[C@@]23C[C@@H](C(=O)OC)N(C(=O)CC(C)C)C3=N1	0	1	11	-0.1	-1.2
52	O=C(NCCN1CCCC1=O)C1CCC(=O)N(CCc2cccc(F)c2)C1 (stereo unspecified)	3	-1	1	-2.9	1.0
53	O=C(c1ccc(Cl)cc1)c1cnc(-c2ccc(Cl)cc2)s1	0	0	3	-0.4	-0.1
54	O=C(Cn1cnc2ccccc21)NCCCN1CCOCC1	3	-3	5	-4.4	-1.7
55	CC(C)CC(=O)/C=C/n1c(=S)oc2ccccc21	0	-2	19	0.3	-1.0
56	COc1cc(OC)nc(Nc2nc(C(N)c3ccccc3)cs2)n1 (stereo unspecified)	-2	-2	-2	-0.1	/
57	CC(=O)Nc1ccc(-c2ccnc3c2CC(C(=O)Nc2cccnc2)O3)cc1 (stereo unspecified)	14	-11	-1	-0.2	/
58	CSc1nc(C)cc(OCC(=O)n2nc(C)cc2C)n1	0	-5	4	?	-1.5
59	CCOC(=O)C1=CC[C@@H](c2ccncc2)N(S(=O)(=O)c2ccc(C)cc2)C1	-1	0	/	-0.3	/
60	CC(=O)Nc1ccc(S(=O)(=O)NCc2csc(C)n2)cc1	-2	-1	-3	0.4	2.2

#	FadD28 binding	UGM FP inh	Mtb BioA inh	BoNT F protease
46	-2.4	2.6	0.6	-8
47	0.7	/	/	-1
48	-2.6	-0.5	/	-10
49	-1.0	/	-0.5	-2
50	-2.2	1.3	-2.7	-40
51	-3.2	0.3	-0.1	0
52	1.5	-2.3	-0.1	-13
53	-0.3	2.1	-1.5	8
54	0.6	-0.7	/	-7
55	-1.8	-2.7	-2.8	10
56	-8.2	/	-0.2	-10
57	-1.7	/	17	0
58	0.1	1.8	/	0
59	-0.6	/	0.4	1
60	-0.8	-2.2	-0.2	5

Four entries already listed, sorted by molecular weight, high to low.
#	SMILES	Mtb FBA inh	Anthrax LF prot	GDH-TPI counter	BoNT A protease	PfHsp40 yeast
48	CCOC(=O)C1CCN(C(=O)c2ccc(OCC(=O)Nc3cccc(C(F)(F)F)c3)c(OC)c2)CC1	-3	-10	-6	-6.4	0.9
13	COc1cc(S(=O)(=O)N2CCCCCC2)c(OC)cc1Br	0	-1	5	3.4	0.1
31	Cc1cc(C)c(NC(=O)CNC(=O)COC(=O)Cc2cccs2)c(C)c1	-4	/	3	/	-0.4
42	CCCC(=O)Nc1ccc(Cl)c(NC(=O)c2cccnc2Cl)c1	3	-3	9	-0.5	2.2

#	FadD28 binding	UGM FP inh	Mtb BioA inh	BoNT F protease
48	-2.6	-0.5	/	-10
13	-3.9	-1.0	1.6	17
31	-1.8	-0.5	-0.7	/
42	0.5	-1.0	/	-8
